High-throughput results deposited in PubChem BioAssay by several laboratories.
SKN-1 inh: suppressors of acrylamide-induced Pgst-4::GFP reporter in worms, primary screen, SKN-1 inhibitor project, whole organism, uHTS, GFP/RFP fluorescence ratio, strain VP596; 0.49% of 360,000 active; C. elegans VP596 Pgst-4::GFP/RFP ratio, 24 h; inhibition, % at 21.8 µM;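 active = interference check ratio from 0.5 to 1.5 plus GFP to RFP signal ratio inhibition reaching or exceeding a fixed threshold, cut at about 30% in these data, passing the limit was not always enough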; also: some compounds called inactive have numbers as strong as hits
FAS TE block: FAS thioesterase domain inhibitors, primary screen, biochemical, fluorescence intensity, uHTS; 0.67% of 360,000 active; Fatty acid synthase (Homo sapiens), P49327; inhibition, % at 15 µM; recombinant FAS-TE, OMFH fluorogenic substrate, fluorescence endpoint;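 active = compounds whose normalised, plate-corrected inhibition of enzyme fluorescence in the single-dose primary screen is 50% or more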;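 also: 0% = DMSO with enzyme and 100% = substrate without enzyme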
Rin1-Abl PPI inh: inhibitors of Rin1-Abl protein binding, primary screen, biochemical, TR-FRET. inhibition, % at 7.35 µM. 0.4% of 360,000 active. AID 588664, 2011; in the data active = inhibition above about 5%, passing the limit was not always enough
NadD block: inhibitors of S. aureus NadD, primary screen, biochemical, colorimetric, uHTS; purified NadD enzyme, colorimetric absorbance read-out; inhibition, % at 20 µM; 0.78% of 360,000 active; AID 602399, 2012; in the data active = inhibition above about 26%; also: some compounds past the cut are filed as inactive
MLLE-PAM2 inh: inhibitors of PABP1 MLLE–PAM2 peptide binding, primary screen, biochemical, fluorescence polarization, FITC-PAM2, GST-MLLE; Polyadenylate-binding protein 1 (Homo sapiens), P11940; AID 588489, 2011; inhibition, % at 20 µM; 0.36% of 360,000 active; in the data active = inhibition above about 35%, passing the limit was not always enough;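 also: plate controls were DMSO wells with GST-MLLE for no effect and wells lacking GST-MLLE protein for full effect; some results filed as inactive read as strong as hits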
Target sequence (P11940 whole entry, looked up): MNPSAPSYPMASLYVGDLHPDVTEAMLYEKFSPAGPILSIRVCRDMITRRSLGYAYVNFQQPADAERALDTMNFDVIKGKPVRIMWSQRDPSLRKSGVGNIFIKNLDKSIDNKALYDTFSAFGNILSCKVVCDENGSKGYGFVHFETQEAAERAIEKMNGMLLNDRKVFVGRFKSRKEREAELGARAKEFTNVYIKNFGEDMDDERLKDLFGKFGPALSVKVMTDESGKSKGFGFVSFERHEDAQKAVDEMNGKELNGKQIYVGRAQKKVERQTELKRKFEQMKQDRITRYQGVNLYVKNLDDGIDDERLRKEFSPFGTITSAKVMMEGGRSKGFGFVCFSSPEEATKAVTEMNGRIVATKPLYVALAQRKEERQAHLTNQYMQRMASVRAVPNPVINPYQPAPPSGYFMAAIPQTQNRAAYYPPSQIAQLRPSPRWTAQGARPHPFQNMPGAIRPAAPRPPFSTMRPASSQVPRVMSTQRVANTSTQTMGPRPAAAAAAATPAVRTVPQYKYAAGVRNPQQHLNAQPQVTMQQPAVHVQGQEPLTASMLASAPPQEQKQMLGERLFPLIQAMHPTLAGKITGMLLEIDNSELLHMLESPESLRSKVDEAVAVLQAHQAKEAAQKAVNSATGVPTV
CSN deneddyl inh: inhibitors of CSN-mediated cullin deneddylation, primary screen, biochemical, fluorescence polarization, uHTS. COP9 signalosome complex subunit 5 (Homo sapiens), Q92905. AID 651999, 2013. Purified CSN, SCF-Nedd8-OG deneddylation. 0.38% of 360,000 active. inhibition, % at 12.5 µM;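 active = pattern-corrected inhibition above about 35%, with an unprinted fluorescence ratio check between 0.5 and 1.5, limit read from the data, passing the limit was not always enough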;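 also: 0% = enzyme with substrate and 100% = substrate without enzyme; some results filed as inactive read as strong as hits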
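Assay system: Purified human Csn5 enzyme expressed in HEK293T cells | Amount: Enzyme 0.24 nM | Measured by: Fluorescence polarization readout | Medium: Tris/NaCl/DTT buffer, pH 7.5 | Compound dosing: One concentration, 12.5 µM, 0.25% DMSO | Times: 90 min incubation of compound, enzyme and substrate at room temperature | Control set: no-enzyme wells high, enzyme-with-substrate wells low | Read-out: % inhibition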
Rpn11 block: Rpn11 (PSMD14) deubiquitinase inhibitors, primary screen, biochemical, fluorescence polarization, uHTS; 26S proteasome non-ATPase regulatory subunit 14 (Homo sapiens), O00487; human 26S proteasome, Ub4-pepOG fluorescence polarization; 20S core pre-blocked with epoxomicin; calls only at 20 µM; 0.59% of 360,000 active; AID 588493, 2011;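 active = inhibition at 20 µM, scaled to each plate's controls, above about 33%, limit read from the data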
Target sequence (O00487 whole entry, looked up): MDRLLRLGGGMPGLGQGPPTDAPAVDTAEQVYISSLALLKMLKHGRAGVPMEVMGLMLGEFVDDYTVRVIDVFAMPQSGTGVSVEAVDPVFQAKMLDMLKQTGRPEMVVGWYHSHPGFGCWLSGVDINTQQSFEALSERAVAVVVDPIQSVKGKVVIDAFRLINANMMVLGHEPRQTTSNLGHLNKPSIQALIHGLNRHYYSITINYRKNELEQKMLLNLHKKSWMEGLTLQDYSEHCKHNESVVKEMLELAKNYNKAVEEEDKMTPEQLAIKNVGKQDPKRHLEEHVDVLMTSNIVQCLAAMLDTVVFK
MT1-MMP act inh: blockers of MT1-MMP proenzyme processing, primary screen, HT1080 RFP-PRO-GFP cells, GFP/RFP fluorescence | GFP/RFP ratio change, % at 20 µM | Matrix metalloproteinase-14 (Homo sapiens), P50281 | 0.061% of 360,000 active | GFP/RFP ratio fluorescence, overnight; percent of plate control window, DMSO zero;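 active = GFP/RFP ratio change of at least 30% with cell ATP level not reduced by more than half and red fluorescence within 50% of control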; also: strong numbers were not always called active
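Material – HT1080 RFP-PRO-GFP cells · Control set – DMSO wells and RFP-L50D-GFP cells · Incubation – overnight cell settling, then overnight compound exposure, 37 °C, 5% CO2 · Compound dosing – single-point 20 µM compound, 1% DMSO · Read-out – GFP/RFP fluorescence ratio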
Neddyl block: inhibitors of cullin neddylation, primary screen, biochemical, TR-FRET, uHTS, NAE and Ubc12 | NEDD8-conjugating enzyme Ubc12 (Homo sapiens) + NEDD8-activating enzyme E1 regulatory … | AID 651699, 2012 | 0.58% of 360,000 active | calls only at 25 µM; in the data active = inhibition above about 36%
* = called active by the depositor; i = inactive; nt = no result given; + = active, no number. A portion of the library; count on the stated rates, not on these rows.

Sequence of screens – Rpn11 block	MLLE-PAM2 inh	Neddyl block	NadD block	MT1-MMP act inh	CSN deneddyl inh	SKN-1 inh	FAS TE block	Rin1-Abl PPI inh
COc1cc(/C=C/[N+](=O)[O-])ccc1O
 : i	17	i	-1	1	3	-2	-6	5
CC(=O)Nc1ccc(C=C2C(=O)NC(=O)NC2=O)cc1
 : i	-3	i	3	-3	0	-10	-5	4
O=C1NC(=O)C(CCc2ccncc2)(CCc2ccncc2)C(=O)N1CCc1ccc(F)cc1
 : i	2	i	-4	-14	2	4	0	-3
CC(=O)OC1CC2(O)C3CCC4CC(O)CCC4(C)C3CCC2(C)C1C1=CC(=O)OC1 (centres undefined)
 : i	7	i	1	-41	-1	6	-8	1
O=C(N/N=C1/CN2CCC1CC2)c1cc2ccccc2cc1O
 : i	-32	i	9	2	11	0	-2	0
N#CC1=C(N)Oc2c(c(=O)oc3ccccc23)C1c1cccnc1 (centres undefined)
 : i	2	i	1	-2	7	1	-4	3
COc1ccc(-n2nnnc2C(c2ccccc2)N2CCC(n3c(=O)[nH]c4ccccc43)CC2)cc1 (centres undefined)
 : i	-6	i	6	-11	-3	9	25	7
CC(C)NC1C2CCC(CC2)C1(O)c1ccc(Cl)c(Cl)c1 (centres undefined)
 : i	0	i	-10	3	3	11	-3	3
Cc1[nH]c2ccccc2c1CCN
 : i	-13	i	0	-9	11	-14	-6	-1
CC1=C2[C@H]3OC(=O)[C@@H](C)[C@@H]3CC[C@@]2(C)C=CC1=O
 : i	2	i	3	3	2	17	-3	-2
COC(=O)C1=C(c2ccc(-c3ccccc3)c(F)c2)C[C@@H]2CC[C@H]1N2C(=O)NCCNC(C)=O
 : i	0	i	3	2	-2	14	-13	0
C1CNC2NCCNC2N1 (centres undefined)
 : i	3	i	3	7	2	-15	-10	0
CN1C(=O)C(C2CCCCC2)C(=O)N(C)C1=O
 : i	-2	i	-1	-1	-2	13	-4	3
Cc1cccc(N2C(=O)NC(=O)/C(=C\c3cnn(-c4ccccc4)c3)C2=O)c1
 : +	21	i	32*	-9	-1	8	-10	1
COc1ccc(OC)c(-n2c(O)c(/C=C3\C(C)=Nc4ccccc43)c(=O)[nH]c2=O)c1
 : nt	-113	i	1	-55	26	30	-4	1
O=C(OCC(=O)c1ccc([N+](=O)[O-])cc1)/C(=C/c1ccc(Cl)cc1)NC(=O)c1ccccc1
 : i	16	i	4	-6	0	9	24	-2
CC1[C@H]2Cc3ccc(O)cc3[C@]1(C)CCN2C (some centres undefined)
 : i	6	i	6	0	-3	-8	1	0
COc1cccc([C@@]2(O)CCCC[C@@H]2CN(C)C)c1
 : i	1	i	-6	0	-4	6	-6	-1
C#CC1(O)CCC2C3CCC4=C/C(=N/OCC(=O)NCC(=O)NC(C(=O)O)C(C)C)CC[C@]4(C)C3CC[C@@]21C (some centres undefined)
 : i	0	i	2	-3	1	-12	1	3
CCCCCCn1c(=O)c(C(=O)Nc2c(C)n(C)n(-c3ccccc3)c2=O)c(O)c2ccccc21
 : i	3	i	32*	1	2	13	15	-1
CC(=NCc1cccnc1)c1c(O)n(C2CCCCC2)c(=O)[nH]c1=O
 : i	-5	i	7	15	7	13	-3	0
C#CCN[C@H](C)Cc1ccccc1
 : i	5	i	0	-3	-7	-7	-4	2
CCOP(=O)(Cc1cc(C(C)=O)c(C)o1)OCC
 : i	40*	i	2	-7	2	-1	-4	-1
C=CCn1c(O)c(C(CC)=Nc2ccc(N(CC)CC)cc2)c(=O)[nH]c1=O
 : i	12	i	1	-4	1	-17	-3	-1
CCn1c(=O)cc(OCC(=O)N2CCC3(CC2)OCCO3)c2ccccc21
 : i	3	i	1	4	2	-3	1	4
COc1ccc(C(CC(=O)N2CCC3(CC2)OCCO3)NS(=O)(=O)c2ccc(OC)cc2)cc1 (centres undefined)
 : i	-1	i	-4	2	1	-23	-8	-1
CC(C)(C)NC(=O)Cn1cc(C(=O)c2ccccc2F)c2ccccc21
 : i	-3	i	-3	-7	1	25	2	1
Cc1nc2ccccc2c(=O)n1-c1ccc(Br)cc1[N+](=O)[O-]
 : i	3	i	9	2	3	12	-3	0
COCCNC(=O)c1c(N)n(CCC(C)C)c2nc3ccccc3nc12
 : i	-12	nt	-6	-18	12	-3	12	-3
CCC1(CC)C(=O)NC(=Nc2cccc(C(F)(F)F)c2)NC1=O
 : i	-2	i	3	4	4	-9	-4	-4

Reprinted from the part before: 2 compounds, followed by the next part.
Sequence of screens – Rpn11 block	MLLE-PAM2 inh	Neddyl block	NadD block	MT1-MMP act inh	CSN deneddyl inh	SKN-1 inh	FAS TE block	Rin1-Abl PPI inh
COCCNC(=O)c1c(N)n(CCC(C)C)c2nc3ccccc3nc12
 : i	-12	nt	-6	-18	12	-3	12	-3
CCC1(CC)C(=O)NC(=Nc2cccc(C(F)(F)F)c2)NC1=O
 : i	-2	i	3	4	4	-9	-4	-4
Cc1cc(Cl)ccc1OC(C)C(=O)O (centres undefined)
 : i	1	i	2	-1	1	-10	0	-1
COc1cc(CN=C(C)c2c(O)n(C3CCCCC3)c(=O)[nH]c2=O)cc(OC)c1
 : i	-6	i	-4	3	-4	6	21	0
O=C(CN1CC=C(c2ccccc2)CC1)NC(=O)NCc1ccccc1
 : i	-2	i	-6	-2	-5	-9	10	1
Cc1c2ccncc2c(C)c2c1[nH]c1ccccc12
 : i	22	nt	23	-56	5	0	-40	-28
COc1ccc(OC)c(/C=N/OC(=O)Nc2ccc(Cl)cc2)c1
 : i	5	i	-12	-2	-3	1	17	1
Cc1cnc(-n2c(=S)[nH]c3ccccc3c2=O)s1
 : i	-29	i	-1	4	0	4	-2	4
COC1=CC=C2[C@H]3Cc4ccc(OC)c5c4[C@@]2(CCN3C)[C@H]1O5
 : i	5	i	-1	-14	9	19	-6	2
CCN1C(=O)NC(=O)/C(=C\c2cn(CC(=O)N3CCCC3)c3ccccc23)C1=O
 : i	89	i	-1	-5	1	23	-3	-2
C=C1N2CCC(CC2)C1(O)c1ccc(C)cc1 (centres undefined)
 : i	-9	i	-7	-4	-2	2	-8	0
O=C(NCP(=O)(Oc1ccccc1)Oc1ccccc1)OCc1ccccc1
 : i	-4	i	-11	1	1	3	9	2
Cc1ccc(C(=O)COC(=O)Cc2ccccc2)cc1
 : i	6	i	-6	1	6	9	11	-3
CCCNC(=O)N1[C@H]2CC[C@@H]1C(C(=O)OC)=C(c1cccc(C#N)c1)C2
 : i	8	i	2	nt	-1	12	-9	3
Cn1c(O)c(C=NC2CC(C)(C)NC(C)(C)C2)c(=O)n(C)c1=O
 : i	-2	i	4	2	-2	2	-12	6
Cc1ccc(-n2c(-c3cccs3)nc3ccccc3c2=O)cc1
 : i	4	i	-7	-1	-6	-52	2	-1
C=CCN1C(=O)C2(C(C(=O)OCC)=C(N)Oc3ccccc32)C2=C1CCCC2=O (centres undefined)
 : i	2	i	-1	5	-2	37*	-9	-2
O=S(=O)(NC1CCCCCCC1)OCC(Cl)(Cl)Cl
 : i	-9	i	-7	5	-2	-6	24	3
COc1cccc(C2CCN(CC(=O)Nc3cc(Cl)ccc3OC)CC2O)c1 (centres undefined)
 : i	-1	i	-4	2	1	6	8	2
COc1ccc(-n2c(/C=C3/C(=O)Nc4ccccc43)nc3ccccc3c2=O)cc1
 : i	-8	i	-6	-12	-6	3	1	6
C=CCn1c(O)c(C=NC2CCN(Cc3ccccc3)CC2)c(=O)[nH]c1=O
 : i	-4	i	2	5	1	10	-4	-1
Cc1cc(-c2ccccc2)cc(-c2ccccc2)[n+]1CCc1ccccc1
 : i	-3	i	1	-4	-1	2	-12	-1
COc1cc2[nH]c(C(=O)N3CCC4(CC3)OCCO4)cc2c(OC)c1OC
 : i	-1	i	-3	-4	0	5	-1	1
O=c1[nH]c2ccccc2n1C1CCN(C(c2cc3ccccc3o2)c2nnnn2Cc2ccccc2)CC1 (centres undefined)
 : i	-3	i	28	-35	2	10	61*	1
Cc1ccc(CNCCc2ccccc2F)cc1
 : i	1	i	0	2	2	2	-13	-1
Brc1cc2c(cc1CN1CCN(c3ccccc3)CC1)OCCO2
 : i	2	i	-1	0	4	11	24	5

Reformatted: two of the compounds above
molecule	Rpn11 block	MLLE-PAM2 inh	Neddyl block	NadD block	MT1-MMP act inh	CSN deneddyl inh	SKN-1 inh	FAS TE block	Rin1-Abl PPI inh
CCCNC(=O)N1[C@H]2CC[C@@H]1C(C(=O)OC)=C(c1cccc(C#N)c1)C2	i	8	i	2	nt	-1	12	-9	3
Cn1c(O)c(C=NC2CC(C)(C)NC(C)(C)C2)c(=O)n(C)c1=O	i	-2	i	4	2	-2	2	-12	6

6 compounds from above, showing only NadD block, Rpn11 block and MLLE-PAM2 inh:
mol	NadD block	Rpn11 block	MLLE-PAM2 inh
COc1ccc(OC)c(-n2c(O)c(/C=C3\C(C)=Nc4ccccc43)c(=O)[nH]c2=O)c1	1	nt	-113
O=C(OCC(=O)c1ccc([N+](=O)[O-])cc1)/C(=C/c1ccc(Cl)cc1)NC(=O)c1ccccc1	4	i	16
CC1[C@H]2Cc3ccc(O)cc3[C@]1(C)CCN2C (some centres undefined)	6	i	6
COc1cccc([C@@]2(O)CCCC[C@@H]2CN(C)C)c1	-6	i	1
C#CC1(O)CCC2C3CCC4=C/C(=N/OCC(=O)NCC(=O)NC(C(=O)O)C(C)C)CC[C@]4(C)C3CC[C@@]21C (some centres undefined)	2	i	0
CCCCCCn1c(=O)c(C(=O)Nc2c(C)n(C)n(-c3ccccc3)c2=O)c(O)c2ccccc21	32*	i	3
